tim10-1 inh – growth inhibitors of tim10-1 mutant yeast, primary screen, luminescence, uHTS; 330,000 compounds, 2.2% hits; AID 463190, 2010; S. cerevisiae tim10-1 ts strain growth, BacTiter-Glo, 24 h; inhibition, % at 20 µM;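 active = inhibition of at least 40%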;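 note: mutant grown at 25 °C; 0% = DMSO wells with yeast and 100% = wells holding no yeast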
NALP3 yeast inh – NALP3 inflammasome inhibitors in reconstituted yeast, primary screen, luminescence, uHTS; Yeast reconstituted NLRP3/ASC/caspase-1, beta-gal luminescence, 24 h; inhibition, % at 10 µM; 330,000 compounds, 0.39% hits; AID 2825, 2010;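 active = inhibition of 50% or more; inactive = inhibition below 50%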;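 note: plate controls were induced DMSO wells for no effect and uninduced yeast grown without galactose for full effect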
mIAP activ – activators of mouse IAP, primary screen, biochemical, luminescence, uHTS; 330,000 compounds, 0.24% hits; muIAP, CDP-Star luminescence, 30 min; active compounds read high; 1 = vehicle-only enzyme signal, 0 = enzyme-free wells; activation factor at 10 µM; intestinal alkaline phosphatase [Mus musculus];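 active = activation factor of at least 2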; note: the source names both 10 and 20 µM as test concentration; values of inactives mirror those of a sister screen read the other way
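System: Mouse IAP enzyme | Also added: CDP-Star substrate | Dosing: Compounds dispensed in DMSO | Schedule: 30 min enzyme-substrate-compound incubation at room temperature | Technique: Chemiluminescence readout | Control set: DMSO-only wells and no-enzyme negative control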
APOBEC3G inh – APOBEC3G DNA deaminase inhibitors, primary screen, biochemical, fluorescence, single-stranded DNA substrate, uHTS | recombinant A3G, ssDNA deamination FAM/TAMRA fluorescence | DNA dC->dU-editing enzyme APOBEC-3G (Homo sapiens), Q9HC16 | 330,000 compounds, 0.28% hits | inhibition, % at 20 µM;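 active = inhibition of at least 40% at 20 µM, with no more than 30% in the related APOBEC3A deaminase screen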;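 note: plate controls were DMSO wells with A3G for no effect and wells lacking A3G enzyme for full effect; some compounds called inactive have numbers as strong as hits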
Target sequence (Q9HC16 whole entry, looked up): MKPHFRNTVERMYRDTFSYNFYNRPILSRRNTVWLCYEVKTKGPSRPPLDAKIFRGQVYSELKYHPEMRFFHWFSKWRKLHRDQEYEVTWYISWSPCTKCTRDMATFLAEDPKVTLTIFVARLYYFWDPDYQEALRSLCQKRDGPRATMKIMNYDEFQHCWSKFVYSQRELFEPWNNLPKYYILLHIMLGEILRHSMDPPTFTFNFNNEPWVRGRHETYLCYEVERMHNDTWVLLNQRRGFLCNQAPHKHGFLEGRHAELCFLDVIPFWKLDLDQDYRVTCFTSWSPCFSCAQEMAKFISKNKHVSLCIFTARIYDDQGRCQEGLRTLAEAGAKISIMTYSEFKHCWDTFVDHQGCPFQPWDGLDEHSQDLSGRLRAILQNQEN
APOBEC3A inh – APOBEC3A ssDNA deaminase inhibitors, primary screen, selectivity assay for APOBEC3G inhibitor project, biochemical, FAM/TAMRA oligo cleavage fluorescence; recombinant A3A, FAM/TAMRA ssDNA deamination fluorescence; AID 493011, 2011; DNA dC->dU-editing enzyme APOBEC-3A (Homo sapiens), P31941; 330,000 compounds, 0.41% hits; inhibition, % at 20 µM;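 active = at least 40% inhibition at 20 µM here, with at most 30% in a related deaminase screen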;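 note: plate controls were A3A with DMSO for no effect and wells lacking A3A enzyme for full effect; some results filed as inactive read as strong as hits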
hIAP inh – human IAP inhibitors, primary screen, biochemical, luminescence, uHTS | 330,000 compounds, 0.12% hits | Intestinal-type alkaline phosphatase (Homo sapiens), P09923 | inhibition, % at 10 µM | purified IAP, CDP-Star luminescence, 30 min | AID 2544, 2010;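 active = inhibition reaching a set limit with compound at 10 µM in the primary screen, cut at about 35% in these data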;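 note: plate controls were DMSO wells with enzyme for no effect and no-enzyme buffer wells for full effect; values of inactives mirror those of a sister screen read the other way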
Target sequence (P09923 whole entry, looked up): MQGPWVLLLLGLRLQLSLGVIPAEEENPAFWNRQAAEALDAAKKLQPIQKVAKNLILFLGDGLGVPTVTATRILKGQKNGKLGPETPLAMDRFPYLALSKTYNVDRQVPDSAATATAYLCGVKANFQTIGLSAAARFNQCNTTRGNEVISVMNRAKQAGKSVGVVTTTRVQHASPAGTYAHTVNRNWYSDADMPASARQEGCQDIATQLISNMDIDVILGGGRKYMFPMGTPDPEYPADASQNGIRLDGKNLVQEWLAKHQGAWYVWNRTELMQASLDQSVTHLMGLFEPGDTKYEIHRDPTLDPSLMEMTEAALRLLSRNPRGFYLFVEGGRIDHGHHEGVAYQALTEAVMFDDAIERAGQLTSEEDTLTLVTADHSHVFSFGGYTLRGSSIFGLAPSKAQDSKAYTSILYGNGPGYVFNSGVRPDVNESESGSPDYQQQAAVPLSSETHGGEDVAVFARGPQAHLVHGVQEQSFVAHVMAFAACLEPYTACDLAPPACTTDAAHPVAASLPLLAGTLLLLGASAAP
MIN6 prolif – inducers of MIN6 beta-cell proliferation, primary screen, ATP luminescence, uHTS; MIN6 cells proliferation, ATPlite luminescence, 48 h; cells starved in 0.2% serum; 100% = growth in 10% serum; proliferation, % at 10 µM; 330,000 compounds, 0.29% hits; AID 2380, 2010;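 active = compounds whose signal lies at least 3.5 SD above the mean of all wells on their plate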;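 note: 0% = DMSO-treated cells in low-serum medium and 100% = 10% serum control; some compounds called inactive have numbers as strong as hits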
TIM10 inh – growth inhibitors of isogenic TIM10 control yeast, primary screen, counter-screen for tim10-1 yeast inhibitor project, luminescence, uHTS; AID 463195, 2010; inhibition, % at 10 µM; 330,000 compounds, 1.4% hits; S. cerevisiae TIM10 strain growth, BacTiter-Glo luminescence, 24 h;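 active = inhibition of 40% or more at the single tested concentration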;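 note: wild-type TIM10 isogenic control strain grown at permissive 25 °C; 0% = DMSO yeast wells and 100% = minimal medium wells without yeast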
mIAP inh – inhibitors of mouse IAP, primary screen, biochemical, luminescence, uHTS | intestinal alkaline phosphatase [Mus musculus] | purified mouse IAP, CDP-Star luminescence, 30 min | inhibition, % at 10 µM | 330,000 compounds, 0.2% hits | AID 2806, 2010;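 active = inhibition of at least 40% at 10 µM in the primary screen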;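 note: plate controls were DMSO with enzyme for no effect and no enzyme wells for full effect; values of inactives mirror those of a sister screen read the other way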
* hit, by the source's call.

For Cc1cccc(CC(=O)Nc2cccnc2)c1 the results were tim10-1 inh -5, NALP3 yeast inh 19, mIAP activ 1.1, APOBEC3G inh -6, APOBEC3A inh 0, hIAP inh 4, MIN6 prolif -1, TIM10 inh 1 and mIAP inh -5.
`O=C(OCC(=O)c1ccc[nH]1)c1ccc(S(=O)(=O)N2CCCCCC2)cc1` gave tim10-1 inh 13, NALP3 yeast inh 7, mIAP activ 0.89, APOBEC3G inh -6, APOBEC3A inh -3, hIAP inh -3, MIN6 prolif -3, TIM10 inh 7 and mIAP inh 11.
`O=C(/C=C/c1c(Cl)nc2ccccn12)Nc1ccc(F)cc1` gave tim10-1 inh 0, NALP3 yeast inh 12, mIAP activ 1, APOBEC3G inh -9, APOBEC3A inh -3, hIAP inh 12, MIN6 prolif 2, TIM10 inh 12 and mIAP inh -2.
Screening Cc1ccc2nc(N(CCCN(C)C)C(=O)c3cc4ccccc4oc3=O)sc2c1 returned tim10-1 inh -14, NALP3 yeast inh 7, mIAP activ 0.88, APOBEC3G inh -6, APOBEC3A inh 1, hIAP inh 6, MIN6 prolif -4, TIM10 inh 10 and mIAP inh 12.
Cc1ccc(/C=C/C(=O)NC2CCCCCCC2)o1 was read as tim10-1 inh 55*, NALP3 yeast inh 22, mIAP activ 0.92, APOBEC3G inh 50*, APOBEC3A inh 10, hIAP inh -8, MIN6 prolif -6, TIM10 inh 46* and mIAP inh 8.
Screening COc1ccc(C(=O)OC(C)C(=O)NC2CCCCC2C)cc1S(=O)(=O)N1CCOCC1 (stereo not given) returned tim10-1 inh 11, NALP3 yeast inh 13, mIAP activ 0.99, APOBEC3G inh 6, APOBEC3A inh 8, hIAP inh 8, MIN6 prolif 4, TIM10 inh 9 and mIAP inh 1.
CCc1ccccc1N(C(=O)c1ccco1)C(C(=O)NC1CCCC1)c1cccnc1 (stereo not given) was read as tim10-1 inh 13, NALP3 yeast inh 7, mIAP activ 1.1, APOBEC3G inh 3, APOBEC3A inh -3, hIAP inh -23, MIN6 prolif -6, TIM10 inh -4 and mIAP inh -7.
Screening Cc1ccc(OCc2ccccc2Br)c([N+](=O)[O-])n1 returned tim10-1 inh 21, NALP3 yeast inh 14, mIAP activ 0.93, APOBEC3G inh -5, APOBEC3A inh -4, hIAP inh 8, MIN6 prolif 0, TIM10 inh -14 and mIAP inh 7.
For CCN(CC(O)COCc1ccc(Cl)cc1)C1CCCCC1 (stereo not given) the results were tim10-1 inh 22, NALP3 yeast inh 29, mIAP activ 1.1, APOBEC3G inh -7, APOBEC3A inh -3, hIAP inh -6, MIN6 prolif 5, TIM10 inh -2 and mIAP inh -8.
`COc1cccc(NC(=O)CSc2nc3c(c(=O)n2C)SC(C)C3)c1` (stereo not given) gave tim10-1 inh 8, NALP3 yeast inh 11, mIAP activ 0.94, APOBEC3G inh 2, APOBEC3A inh -2, hIAP inh -3, MIN6 prolif -3, TIM10 inh -6 and mIAP inh 6.
CCOC(=O)c1c(C)[nH]c(C(=O)COC(=O)CNC(=O)c2ccc(Cl)cc2)c1C was read as tim10-1 inh 1, NALP3 yeast inh 15, mIAP activ 1, APOBEC3G inh -6, APOBEC3A inh -8, hIAP inh -15, MIN6 prolif 0, TIM10 inh 2 and mIAP inh -2.
CCOC(=O)N1CCN(Cc2nc3cc(NC(=O)c4cccs4)ccc3n2C)CC1 was read as tim10-1 inh -1, NALP3 yeast inh 3, mIAP activ 0.99, APOBEC3G inh -3, APOBEC3A inh 0, hIAP inh -18, MIN6 prolif 1, TIM10 inh 24 and mIAP inh 0.
COc1ccc(C(=S)N2CCOCC2)cc1OC(=O)c1cc([N+](=O)[O-])c(C)c([N+](=O)[O-])c1 was read as tim10-1 inh 37, NALP3 yeast inh 4, mIAP activ 1, APOBEC3G inh 4, APOBEC3A inh 7, hIAP inh 3, MIN6 prolif -1, TIM10 inh 19 and mIAP inh -2.
For O=C(CSc1ccc(Cl)cc1)N1N=CCC1c1ccccc1 (stereo not given) the results were tim10-1 inh 13, NALP3 yeast inh -28, mIAP activ 0.99, APOBEC3G inh -3, APOBEC3A inh 0, hIAP inh 11, MIN6 prolif 0, TIM10 inh 16 and mIAP inh 1.
`Cc1cc(C)c(S(=O)(=O)NCc2ccc3c(c2)OCO3)c(C)c1` gave tim10-1 inh 10, NALP3 yeast inh 29, mIAP activ 1.1, APOBEC3G inh -8, APOBEC3A inh -6, hIAP inh 10, MIN6 prolif -1, TIM10 inh 7 and mIAP inh -12.
C=CCNC(=O)c1csc(-c2ccccc2)n1 was read as tim10-1 inh 14, NALP3 yeast inh 3, mIAP activ 0.97, APOBEC3G inh 0, APOBEC3A inh 0, hIAP inh 1, MIN6 prolif -1, TIM10 inh -4 and mIAP inh 3.
Screening COc1cc(CN2CCN(C(=O)c3cccc4ccccc34)CC2)cc(OC)c1OC returned tim10-1 inh 4, NALP3 yeast inh 11, mIAP activ 1, APOBEC3G inh -11, APOBEC3A inh -6, hIAP inh -1, MIN6 prolif -2, TIM10 inh -9 and mIAP inh -4.
Screening COc1ccccc1Sc1nc(-c2ccccc2)ncc1OC returned tim10-1 inh -4, NALP3 yeast inh 22, mIAP activ 1, APOBEC3G inh -10, APOBEC3A inh -3, hIAP inh 17, MIN6 prolif 0, TIM10 inh 18 and mIAP inh -2.
`CCOc1ccccc1NC(=O)C(=O)CC(=O)c1cccc(OC)c1` gave tim10-1 inh -10, NALP3 yeast inh -3, mIAP activ 0.89, APOBEC3G inh -4, APOBEC3A inh -3, hIAP inh 1, MIN6 prolif -3, TIM10 inh 5 and mIAP inh 11.
`COCCCn1c(SCC(=O)Nc2cccc(C(=O)OC)c2)nnc1-c1ccncc1` gave tim10-1 inh 12, NALP3 yeast inh 17, mIAP activ 0.82, APOBEC3G inh -3, APOBEC3A inh 0, hIAP inh 1, MIN6 prolif -2, TIM10 inh -8 and mIAP inh 18.

Among those listed so far, two contain a nitro group on carbon:
Screening Cc1ccc(OCc2ccccc2Br)c([N+](=O)[O-])n1 returned tim10-1 inh 21, NALP3 yeast inh 14, mIAP activ 0.93, APOBEC3G inh -5, APOBEC3A inh -4, hIAP inh 8, MIN6 prolif 0, TIM10 inh -14 and mIAP inh 7.
COc1ccc(C(=S)N2CCOCC2)cc1OC(=O)c1cc([N+](=O)[O-])c(C)c([N+](=O)[O-])c1 was read as tim10-1 inh 37, NALP3 yeast inh 4, mIAP activ 1, APOBEC3G inh 4, APOBEC3A inh 7, hIAP inh 3, MIN6 prolif -1, TIM10 inh 19 and mIAP inh -2.

Later entries:
`O=C(CN(Cc1ccc(F)cc1)C(=O)c1csnn1)NCc1ccccc1` gave tim10-1 inh -10, NALP3 yeast inh -2, mIAP activ 0.92, APOBEC3G inh -8, APOBEC3A inh -4, hIAP inh -10, MIN6 prolif 1, TIM10 inh 15 and mIAP inh 8.
For CN(C)S(=O)(=O)Oc1ccsc1C(=O)Nc1ccccc1Cl the results were tim10-1 inh 21, NALP3 yeast inh 27, mIAP activ 0.94, APOBEC3G inh -2, APOBEC3A inh -1, hIAP inh 2, MIN6 prolif -3, TIM10 inh -7 and mIAP inh 6.
Screening CC1(C)Cc2c(c(N3CCOCC3)nc3sc4c(NCCN5CCOCC5)nnnc4c23)CS1 returned tim10-1 inh 3, NALP3 yeast inh 20, mIAP activ 0.91, APOBEC3G inh -1, APOBEC3A inh 0, hIAP inh 8, MIN6 prolif -1, TIM10 inh 17 and mIAP inh 9.
For Cc1ccc(C(=O)N(Cc2cccs2)C2CCS(=O)(=O)C2)cc1 (stereo not given) the results were tim10-1 inh -2, NALP3 yeast inh 6, mIAP activ 0.95, APOBEC3G inh -4, APOBEC3A inh -2, hIAP inh 42*, MIN6 prolif 3, TIM10 inh -1 and mIAP inh 5.
Screening COc1ccc(NC(=O)CC2C(=O)N(C)C(=S)N2CCc2ccc(F)cc2)cc1 (stereo not given) returned tim10-1 inh 14, NALP3 yeast inh 8, mIAP activ 1.1, APOBEC3G inh -7, APOBEC3A inh -2, hIAP inh -29, MIN6 prolif -4, TIM10 inh 7 and mIAP inh -9.
For O=C(Nc1scc(-c2cccs2)c1C(=O)O)c1cccs1 the results were tim10-1 inh -16, NALP3 yeast inh -4, mIAP activ 1, APOBEC3G inh -10, APOBEC3A inh -2, hIAP inh 1, MIN6 prolif -3, TIM10 inh -1 and mIAP inh -2.
Screening CCOC(=O)Nc1ccc(NS(=O)(=O)c2ccc(C)cc2)cc1 returned tim10-1 inh 19, NALP3 yeast inh 16, mIAP activ 0.93, APOBEC3G inh 0, APOBEC3A inh -2, hIAP inh -8, MIN6 prolif -1, TIM10 inh 17 and mIAP inh 7.
`O=S(=O)(NCCS(=O)(=O)N1CCN(c2ccccc2)CC1)c1ccc(F)cc1` gave tim10-1 inh -19, NALP3 yeast inh 17, mIAP activ 1, APOBEC3G inh -7, APOBEC3A inh 1, hIAP inh 2, MIN6 prolif -4, TIM10 inh -1 and mIAP inh -3.
CCCC(=O)Nc1nc(C)c(-c2csc(Nc3cc(OC)ccc3OC)n2)s1 was read as tim10-1 inh 21, NALP3 yeast inh 9, mIAP activ 0.89, APOBEC3G inh -6, APOBEC3A inh -5, hIAP inh 6, MIN6 prolif -7, TIM10 inh 14 and mIAP inh 11.
Cc1ccc2cccc(SCC(=O)Nc3ccc(F)cc3)c2n1 was read as tim10-1 inh -12, NALP3 yeast inh 30, mIAP activ 1, APOBEC3G inh -9, APOBEC3A inh -3, hIAP inh -9, MIN6 prolif -3, TIM10 inh -10 and mIAP inh 0.
`O=C(CN1C(=O)NC2(CCc3ccccc32)C1=O)c1cccs1` (stereo not given) gave tim10-1 inh -5, NALP3 yeast inh 13, mIAP activ 1, APOBEC3G inh 0, APOBEC3A inh 5, hIAP inh 21, MIN6 prolif 1, TIM10 inh 5 and mIAP inh -1.
O=C1c2ccccc2C(=O)N1COc1ccc(S(=O)(=O)N2CCOCC2)cc1[N+](=O)[O-] was read as tim10-1 inh 23, NALP3 yeast inh 15, mIAP activ 1.1, APOBEC3G inh 10, APOBEC3A inh 1, hIAP inh 5, MIN6 prolif 0, TIM10 inh 5 and mIAP inh -5.
Screening COc1ccc(Cl)cc1NC(=O)C1CCN(C(=O)C2CC(=O)N(c3ccc(C)cc3)C2)CC1 (stereo not given) returned tim10-1 inh 27, NALP3 yeast inh 19, mIAP activ 1, APOBEC3G inh -12, APOBEC3A inh -1, hIAP inh -4, MIN6 prolif -3, TIM10 inh 11 and mIAP inh -1.
`CC(=O)N1CCC(C(=O)OCc2ccc(Cl)cc2)(c2ccccc2)CC1` gave tim10-1 inh 0, NALP3 yeast inh 29, mIAP activ 0.96, APOBEC3G inh -4, APOBEC3A inh -1, hIAP inh 0, MIN6 prolif 0, TIM10 inh 7 and mIAP inh 4.

Screening data (PubChem)
